Bioassay records (PubChem BioAssay)
PLC-gamma1 inh: PLC-gamma1 (human) inhibition, primary screen | 0.84% of 370,000 active | P19174 | purified PLC-gamma1, fluorogenic substrate, fluorescence | AID 720700 | inhibition, % at 12.2 µM; in the data active means inhibition above about 9.5%
NR1D1 modulator: Rev-erb alpha (human) modulation. Rev-erbα–FITC-DNA binding, fluorescence polarization, 90 min. activity, % at 10 µM. 0.79% of 370,000 active;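 active means activity above about 14%, limit read from the data; passing the limit was not always enough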;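 further: 0% = DMSO wells with 35 nM protein and 100% = DMSO wells with 750 nM protein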
UHRF1 MBD2 ctr: UHRF1 methyl-DNA binding inhibition. inhibition, % at 4.4 µM. UHRF1 binding to methylated oligo, TR-FRET. Q96T88. 0.75% of 370,000 active; in the data active means inhibition above about 21%;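 further: UHRF1 SRA domain binding a hemimethylated CpG hairpin DNA probe; 0% = median of test compound wells and 100% = reference inhibitor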
Tn6 DDE FP: disrupts Tn6 cyclic peptide binding to fibrin D-Dimer-E complex; Fibrin DD(E) TRITC-Tn6 fluorescence polarization displacement; inhibition, % at 8.3 µM; 0.21% of 370,000 active; AID 720509;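 active means inhibition above a per-campaign cutoff: mean of compounds within control limits plus 3 SD, cut at about 15% in these data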;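 further: 0% = median of all compound wells on the plate and 100% = blocking peptide control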
Target sequence (P02675 whole entry, looked up): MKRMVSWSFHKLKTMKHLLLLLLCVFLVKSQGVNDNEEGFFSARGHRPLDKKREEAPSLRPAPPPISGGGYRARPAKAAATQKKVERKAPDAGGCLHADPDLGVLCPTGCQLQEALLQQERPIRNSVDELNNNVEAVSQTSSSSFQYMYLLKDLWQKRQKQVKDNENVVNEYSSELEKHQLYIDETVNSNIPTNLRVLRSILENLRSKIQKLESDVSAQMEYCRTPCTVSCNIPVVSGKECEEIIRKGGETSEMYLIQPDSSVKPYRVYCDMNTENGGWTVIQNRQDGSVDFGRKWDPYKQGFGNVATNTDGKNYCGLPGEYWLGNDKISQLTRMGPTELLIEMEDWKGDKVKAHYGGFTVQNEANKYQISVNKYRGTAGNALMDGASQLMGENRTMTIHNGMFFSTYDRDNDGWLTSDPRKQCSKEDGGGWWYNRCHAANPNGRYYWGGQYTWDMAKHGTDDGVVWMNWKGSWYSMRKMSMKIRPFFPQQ
KLK7 zymogen act: activators of human kallikrein-7 zymogen; P49862; purified proKLK7, EDANS-DABCYL substrate fluorescence; 100% is mature enzyme control, 0% vehicle; activation, % at 7 µM; 0.9% of 370,000 active; AID 652039;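 active means activation above the mean of all tested compounds plus 3 SD, computed per campaign excluding outliers beyond control limits, cut at about 13% in these data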
Tn7 DDE FP: inhibitors of Tn7 peptide binding to human fibrin DD(E); P02675; FP displacement of FITC-Tn7 peptide from fibrin DD(E); 0% = median of compound wells per plate; inhibition, % at 8.3 µM; 0.13% of 370,000 active;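 active means inhibition above the mean of compounds falling within the control limits plus 3 SD of them, cut at about 14% in these data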;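 further: 0% = plate median of compound wells and 100% = 10 µM Aha-Tn7 peptide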
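Test system: human clot-derived fibrin DD(E) complex / Quantity: 2 µM final DD(E) protein / Incubation: 10 min plus 3 h, room temperature / Measured by: fluorescence polarization / Benchmarks: high control of 10 µM Aha-Tn7 peptide / Replicates: singlicate testing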
PLC-beta3 inh: inhibitors of human phospholipase C beta3; 0.18% of 370,000 active; inhibition, % at 12.2 µM; Purified PLC-beta3, fluorogenic substrate, fluorescence; in the data active means inhibition above about 11%;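 further: 0% = median of compound wells on plate and 100% = full blocker control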
ARFGAP1 inh: inhibits rat ARF GTPase activating protein 1; inhibition, % at 16.5 µM; Q62848; 0.26% of 360,000 active; AID 651572; Arfgap1-stimulated ARF1 GTP hydrolysis, GDP FP detection;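 active means inhibition above a per-plate limit, mean inhibition of low control wells plus 3 SD, cut at about 25% in these data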;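 further: 0% = DMSO wells with enzyme and 100% = wells lacking Arfgap1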
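Material: rat Arfgap1 GAP domain (His6, aa 1-136), purified enzyme. Also added: human ARF1(Δ1-17)-GTP substrate. Compound dosing: 16.5 µM single point, 1.26% DMSO. Timing: enzyme reaction 120 min at 25 °C after 20 min preincubation. Signal: GDP detection by fluorescence polarization. Read-out basis: percent inhibition of GAP-stimulated GDP formation, scaled between DMSO and no-Arfgap1 medians.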
sPLA2-III inh: Inhibits HGIII-sPLA2 liposome hydrolysis, primary screen. inhibition, % at 12.2 µM. Q9NZ20. QFRET BODIPY PC-A2 liposome hydrolysis, fluorescence. 0.56% of 370,000 active;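 active means inhibition above mean plus 3 SD of compounds lying within the high and low control bounds, cut at about 19% in these data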;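 further: 0% = median of test compound wells and 100% = no enzyme DMSO wells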
Target sequence (Q9NZ20 whole entry, looked up): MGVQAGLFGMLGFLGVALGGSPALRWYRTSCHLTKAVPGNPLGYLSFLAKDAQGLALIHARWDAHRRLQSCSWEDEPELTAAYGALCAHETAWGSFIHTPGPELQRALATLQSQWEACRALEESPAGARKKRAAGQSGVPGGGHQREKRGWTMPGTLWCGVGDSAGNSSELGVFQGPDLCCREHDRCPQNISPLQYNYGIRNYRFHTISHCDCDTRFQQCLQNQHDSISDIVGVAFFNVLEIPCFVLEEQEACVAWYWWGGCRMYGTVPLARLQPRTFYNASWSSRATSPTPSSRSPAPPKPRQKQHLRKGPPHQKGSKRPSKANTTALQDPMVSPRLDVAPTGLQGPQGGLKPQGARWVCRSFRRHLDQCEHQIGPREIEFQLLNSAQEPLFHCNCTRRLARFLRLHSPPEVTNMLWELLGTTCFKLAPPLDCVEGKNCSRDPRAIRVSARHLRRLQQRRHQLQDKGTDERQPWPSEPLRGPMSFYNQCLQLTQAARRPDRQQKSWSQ
ASAP1 inh: blocks human ASAP1-stimulated Arf1 GTP hydrolysis; 0.19% of 360,000 active; Q9ULH1; inhibition, % at 16.5 µM; GDP FP detection; in the data active means inhibition above about 25%;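 further: 0% = vehicle with enzyme and substrate and 100% = no enzyme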
* marks the source's active call; other numbers are inactive results; i = inactive; · = no result given. An unsorted share of the library. About 4.5% of those tested had a hit in this group.

The line under a structure holds: KLK7 zymogen act	NR1D1 modulator	PLC-gamma1 inh	ASAP1 inh	Tn6 DDE FP	PLC-beta3 inh	sPLA2-III inh	Tn7 DDE FP	ARFGAP1 inh	UHRF1 MBD2 ctr
O=C1C=C(NCc2ccccc2)CCC1
    -0.4	-1.6	-44.5	6.7	2.9	-50.6	-2.7	2.9	3.5	-0.3
CCCCN(C(=O)COC(=O)c1nc2nc(C)cc(C)n2n1)C1CCS(=O)(=O)C1 (stereo unspecified)
    0.2	-1.6	-0.6	-2.4	2.5	-4.2	0.5	-1.5	-1.4	1.3
CN(C)c1ccc(NC(=S)Nc2ccc3c(c2)c(=O)n(C)n3-c2ccc(C(C)(C)C)cc2)cc1
    0.6	3.1	-269.1	-26.8	-2.6	-354.8	12.4	3.5	-27.4	-2.2
O=C(c1ccc(Cn2c(=O)[nH]c3ccccc3c2=O)cc1)N1CCN(c2ccccn2)CC1
    0.1	-7.8	3.9	-3.4	-2.5	1.6	-10.1	-3.3	-7.0	-1.1
C(#CSCc1ccccc1)SCc1ccccc1
    -0.7	0.3	-29.6	-4.5	-1.2	-0.7	8.2	-11.7	-5.2	-1.4
CCOC(=O)CSc1nc2cc3c(cc2cc1CC)OCCO3
    0.0	10.7	-1.0	9.8	-0.9	-2.0	-12.3	0.8	0.5	-2.2
COc1ccc(OC)c(CN2C(=O)CSCC2(C)c2nnnn2C2CCCC2)c1 (stereo unspecified)
    0.0	5.2	-0.5	·	-0.2	2.9	-2.9	7.6	·	-3.8
Cc1cccc(C)c1NC(=O)C(c1ccnc2ccccc12)N1CCN(CCN(C)C)CC1 (stereo unspecified)
    0.0	1.0	-1.0	7.6	-1.2	-2.4	6.9	1.7	-7.5	1.1
COc1cccc(-n2nnnc2SCC(=O)Nc2cccc(C)n2)c1
    0.7	10.2	0.7	-5.0	-5.5	-7.1	-11.3	5.9	14.7	-1.6
NC(=O)c1ccsc1NC(=O)COC(=O)Cc1c[nH]c2ccccc12
    -0.8	1.4	-5.8	12.6	-2.2	-9.5	-33.9	6.3	9.5	-3.5

More entries.
The line under a structure holds: KLK7 zymogen act	NR1D1 modulator	PLC-gamma1 inh	ASAP1 inh	Tn6 DDE FP	PLC-beta3 inh	sPLA2-III inh	Tn7 DDE FP	ARFGAP1 inh	UHRF1 MBD2 ctr
COc1cccc(C2CC=C(C(=O)O)CN2S(=O)(=O)c2ccc(C)cc2)c1 (stereo unspecified)
    0.0	4.1	-3.1	·	2.3	-1.5	1.6	-0.6	·	-0.5
COC(=O)CN1C(=O)Nc2ccc(C)cc2C1c1ccccc1 (stereo unspecified)
    0.0	-1.9	-3.7	-2.5	2.1	-8.8	4.7	6.0	10.3	16.1
C[C@@H]1NS(=O)(=O)c2c(F)cccc2O[C@@H]1c1ccccc1
    -0.5	-0.6	1.0	3.0	2.3	2.5	-1.1	6.3	6.4	1.1
CCOc1cc(S(=O)(=O)N2CCCCC2)ccc1F
    0.1	-1.5	4.1	3.2	-0.8	-1.3	-2.2	-4.5	-18.3	5.4
Cc1cccc(OCCOC(=O)C2CCN(S(=O)(=O)c3cccs3)CC2)c1
    -0.8	3.0	3.7	-4.3	0.8	0.7	-1.7	4.1	1.1	-0.8
O=C(NCCCN1CCOCC1)c1ccc(NC(=O)C2COc3ccccc3O2)cc1 (stereo unspecified)
    -0.3	2.9	-1.8	3.6	0.5	-0.8	-5.0	-2.3	-1.7	-0.3
Cn1c(SCC(=O)NN2C(=O)NC(C)(c3ccccc3)C2=O)nnc1-c1ccncc1 (stereo unspecified)
    -0.4	11.0	-2.4	4.7	2.7	-12.1	8.4	-7.3	0.7	-2.1
O=c1c2cnn(-c3ccccc3Cl)c2ncn1Cc1cccnc1
    -0.6	-1.2	6.1	0.0	3.1	1.2	-2.2	-0.3	8.1	0.6
COc1ccc(Nc2nc3c(C)cccc3cc2C#N)cc1
    0.2	14.0	0.4	-13.7	-3.4	-2.2	-1.6	5.8	-3.5	0.3
CCCCn1c(SCC(=O)NCCOC)nc2ccc(N3CCOCC3)cc2c1=O
    8.0	-3.0	-442.7	-14.8	-0.3	i	4.7	4.1	16.7	-2.6

Next structures.
The line under a structure holds: KLK7 zymogen act	NR1D1 modulator	PLC-gamma1 inh	ASAP1 inh	Tn6 DDE FP	PLC-beta3 inh	sPLA2-III inh	Tn7 DDE FP	ARFGAP1 inh	UHRF1 MBD2 ctr
Cc1ccc(-c2nnc(SCC(=O)Nc3cccc(C(=O)N4CCOCC4)c3)n2C)cc1
    0.6	-3.2	1.0	5.5	3.0	3.6	5.2	2.8	1.5	-1.5
NS(=O)(=O)c1cc(C(=O)OCC(=O)Nc2ccc3c(c2)OCO3)ccc1Cl
    -0.2	-1.5	1.8	13.6	-4.7	-1.7	-6.0	2.6	-1.0	-2.5
CSc1nc(-c2ccc(Cl)cc2)nn1C(=O)c1ccccc1
    0.1	0.5	0.2	6.2	3.5	-0.4	-3.3	4.9	6.2	2.2
CC(C)CNC(=O)OCc1cn(Cc2cc(F)cc(F)c2)nn1
    -0.2	4.9	2.2	·	-1.7	0.8	1.9	1.7	·	-0.8
CCC/C=C/c1ccc(CN2C(CC(C)C)C(=O)N(Cc3cn(CCC4OCCO4)nn3)CCS2(=O)=O)cc1 (stereo unspecified)
    -0.2	3.8	1.6	3.6	-12.0	3.7	-23.4	-2.7	-7.6	-4.2
c1ccc2c(-c3nc4ncccc4o3)cccc2c1
    10.2	-4.9	-308.1	-5.3	3.2	-451.9	-8.8	-6.9	-1.2	-11.2
Cc1cc(O)c(/C=N/Nc2ccccc2Cl)c(=O)o1
    0.0	7.1	-5.1	-4.5	1.4	-2.9	-1.1	-1.2	6.4	-3.3
O=C1N(Cc2ccc(F)cc2)CCN1c1ccc(F)cc1
    0.4	-0.2	-3.0	8.5	2.7	-5.1	3.5	4.8	-0.8	12.1
CC(=O)N1CCc2cc(Br)cc(S(=O)(=O)N3CCc4ccccc43)c21
    -0.1	6.7	2.2	-2.4	-2.4	-5.3	3.6	-6.6	-3.2	1.2
Cc1cc(SCC(=O)Nc2cccnc2Cl)nc2ccccc12
    -0.1	1.6	-2.2	-2.5	4.4	-8.3	6.0	3.5	0.1	1.6

Continuation.
The line under a structure holds: KLK7 zymogen act	NR1D1 modulator	PLC-gamma1 inh	ASAP1 inh	Tn6 DDE FP	PLC-beta3 inh	sPLA2-III inh	Tn7 DDE FP	ARFGAP1 inh	UHRF1 MBD2 ctr
O=C(CCc1ccccc1)NNC(=O)Nc1ccc(Cl)cc1
    -0.5	2.9	-0.2	-5.1	1.5	-7.5	-0.8	-7.6	5.3	2.3
O=C(Nc1ccc(Oc2ccc3c(c2)C(=O)N(c2ccc(O)cc2)C3=O)cc1)c1cccs1
    0.2	5.3	1.2	3.8	2.5	5.0	-2.6	-0.8	-1.6	-2.3
CC(C)(C)C(=O)N/C(N)=N/c1nc2ccccc2o1
    0.7	7.3	-0.8	8.6	-2.7	-5.1	1.3	1.2	3.4	-0.9
COCCNC(=O)/C(C#N)=C/C=C/c1ccccc1[N+](=O)[O-]
    -0.4	1.1	-103.8	-1.7	7.7	-161.4	-1.4	-0.9	-4.7	-4.0
CN=c1sc2c(n1C)C(=O)c1ccccc1C2=O
    -0.3	-5.4	5.3	14.3	-0.7	4.3	4.6	-8.7	2.7	0.9
CC(=O)N(C)C1(c2nnnn2CCOC(=O)Nc2ccc(Cl)cc2)CCCCC1
    0.1	-2.2	1.3	4.1	-0.5	1.6	1.6	-6.2	8.6	0.1
Cn1c(=O)[nH]c(=O)c2c1nc(NCCO)n2CCOc1ccccc1
    -0.1	-2.5	-1.4	19.3	3.8	-8.5	-0.4	2.8	7.6	-2.5
O=C(CSC1CC(=O)N(c2ccc(C(=O)O)cc2)C1=O)Nc1ccc2ccccc2c1 (stereo unspecified)
    0.3	-4.2	-1.8	-2.6	-0.4	-4.4	-1.6	4.4	-1.5	1.4
Cc1ccc(NC(=O)[C@H](C)NC(=O)C2CCN(C(=O)[C@@H](NC(=O)OC(C)(C)C)C(C)C)CC2)cc1
    -0.7	0.4	2.0	-1.4	-5.8	5.6	-0.1	-2.4	-0.2	0.3
CCN(C(=O)CSc1cc(C)c2ccc(OC)cc2n1)C1CCS(=O)(=O)C1 (stereo unspecified)
    -0.5	1.5	2.7	1.5	-6.0	-5.5	-4.5	-4.4	-8.2	1.0

(continued)
The line under a structure holds: KLK7 zymogen act	NR1D1 modulator	PLC-gamma1 inh	ASAP1 inh	Tn6 DDE FP	PLC-beta3 inh	sPLA2-III inh	Tn7 DDE FP	ARFGAP1 inh	UHRF1 MBD2 ctr
COc1cc(OC)c(C2=NOC(C(=O)NCc3cccs3)C2)cc1Cl (stereo unspecified)
    0.6	0.4	2.4	8.6	-0.8	0.3	-6.3	3.4	10.6	1.4
COC(=O)c1ccc(CSc2nc3ccc(C)cc3[nH]2)o1
    0.6	·	1.1	0.4	7.0	2.5	5.7	-7.2	15.6	1.4
CC(=O)N1CCc2cc(S(=O)(=O)NC(Cc3ccccc3)C(=O)NCCN3CCCCC3C)ccc21 (stereo unspecified)
    -0.3	-0.5	7.9	9.9	-1.1	4.5	1.8	-7.6	-4.5	7.3
CC(=O)c1cccc(NC(=S)NC(=O)c2ccccc2Cl)c1
    -0.1	-1.5	2.0	6.1	-1.2	2.2	5.6	-0.9	9.0	-1.7
CN1C(=O)N(C)C2(c3ccccc3)Nn3c(s/c(=C/c4ccco4)c3=O)=NC12c1ccccc1 (stereo unspecified)
    -2.1	4.5	-15.6	-1.4	-5.6	-28.5	2.7	-6.4	-3.0	2.6
Cn1cc([N+](=O)[O-])c(C(=O)NNC(=O)c2ccc([N+](=O)[O-])cc2Cl)n1
    0.2	0.2	2.7	-10.0	2.1	-3.4	2.7	5.1	-1.2	-2.4
COc1ccc(N2CC(C(=O)NCCc3c[nH]c4ccccc34)CC2=O)cc1 (stereo unspecified)
    0.6	3.4	-0.5	18.8	5.6	-1.2	-31.6	-3.4	4.2	1.2
Cc1ccc(C(=O)NCCCNC(=O)COc2ccc(Cl)c(C)c2)cn1
    0.5	7.0	1.2	10.6	3.5	3.5	10.7	2.1	-1.2	3.8
CCOC(=O)C(=NCCCN(C)C)NNc1cc(C(F)(F)F)ccc1Cl
    0.0	-10.3	2.8	-4.9	-0.2	3.7	-1.7	-2.0	3.4	-1.8
O=C(Nc1ccccc1)Nc1ccc(Br)c(Cl)c1
    0.1	1.7	6.7	10.2	-4.1	6.0	-8.5	-8.8	-1.0	0.6
Cc1cc(C(=O)CCl)c(C)n1CCc1ccccc1
    0.5	-4.5	-3.4	-0.7	5.8	-2.9	-0.8	-6.8	-4.5	-5.7
